Screens from PubChem.
eIF2B yeast act: GCN4-lacZ reporter reduction in eIF2B-epsilon mutant yeast, primary screen, S. cerevisiae, eIF2B-epsilon R284H, Beta-Glo luminescence; actives 0.91% (n = 27,000); inhibition, % at 25 µM (by protocol);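 active = mutant luminescence inhibited past about 50% while wild type luminescence and mutant growth stay under set limits, limit read from the data; inconclusive = mutant versus wild type luminescence inhibition gap past a set limit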; also: some compounds called inactive have numbers as strong as hits
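Assay system: yeast eIF2B-epsilon R284H mutant carrying GCN4–beta-galactosidase fusion / Buffer or medium: YPD / Incubation: 16 h growth with compound at 30 °C, 90 min Beta-Glo step / Detection: Beta-Glo luminescence after Z-buffer lysis, growth by 595 nm absorbance / Read-out: % inhibition of reporter signal and growth versus controls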
Yeast growth tox: yeast growth toxicity, wild-type and mutant, primary screen, cytotoxicity control for eIF2B function restoration project, wild-type and eIF2Bepsilon R284H mutant, A595 | growth inhibition, % at 25 µM (by protocol) | actives 0.3% (n = 30,000) | S. cerevisiae wild-type growth, A595 turbidity, 16 h | AID 685, 2007;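 active = mutant and wild-type yeast strains alike exhibit over 30% growth inhibition; inconclusive = a strain exceeds 50% while the second remains under 30%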;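 also: 0% = untreated cell controls and 100% = YPD media blanks without cells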
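Test system: Wild-type and eIF2Bepsilon-R284H mutant S. cerevisiae, screened separately | Dosing: Single 25 µM compound dose in 0.2% DMSO | Schedule: 16 h compound exposure during growth at 30 °C | Detection: A595 turbidity | Evaluation: Growth inhibition (%) versus cell controls and blanks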
Yeast growth tox inhibition %: second read-out of Yeast growth tox, no call of its own (marks repeat the call); growth inhibition, %; S. cerevisiae eIF2Bepsilon-R284H mutant growth, A595 turbidity, 16 h;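 each compound tested once at 25 µM; 0% equals untreated cells and 100% equals cell-free medium blanks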
eIF2B yeast act mutant toxicity: second read-out of eIF2B yeast act, no call of its own (marks repeat the call); growth inhibition, %; measured here: mutant yeast growth, toxicity;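 each compound tested once at 25 µM; zero equals untreated control growth and 100 equals blank medium absorbance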
* marks the source's active call; other numbers are inactive results; ? = inconclusive; . = no result given. This is a subset; rates above refer to the full screens.

item	SMILES	eIF2B yeast act	eIF2B yeast act mutant toxicity	Yeast growth tox	Yeast growth tox inhibition %
1	COc1ccc(C(O)C(CC(=O)NCCCOC(C)C)C(=O)NCCCOC(C)C)cc1OC (stereo unspecified)	17	-7	8	-7
2	Cc1cccc(NC(=O)NCCc2c[nH]c3ccccc23)c1	3	-5	-14	-5
3	CSCCC(NC(=O)OC(C)(C)C)C(=O)NC(C(=O)NC(CC(C)C)C(N)=O)C(C)C (stereo unspecified)	24	11	13	11
4	CC(C)(C)S(=O)(=O)c1ccccc1C(=O)O	2	.	.	.
5	C=CCN=C(NC#N)SCCc1ccccc1	14	5	0	5
6	CC(C)NC(=O)c1cc2nc(-c3ccco3)cc(C(F)(F)F)n2n1	24	19	20	19
7	O=C(Nc1ncc(Cc2ccccc2)s1)C1COc2ccccc2O1 (stereo unspecified)	-21	.	14	0
8	COc1ccc(OCC(=O)Nc2ccc3c(c2)nc(CN2CCCC2)n3C)cc1	-10	8	11	8
9	Cc1ccc(/C=C/c2ccc(=O)n(Cc3ccccc3Cl)n2)cc1	1	8	9	8
10	Cc1ccc2[nH]c(C)c(/C=N/Nc3nc4ccccc4s3)c2c1	57	86	?	.
11	CC1CCN(C(=O)CSc2nc3ccccc3s2)CC1	18	25	23	25
12	CC(C)(C)c1ccc(C(=O)N2CCCCCC2=O)cc1	21	.	-13	0
13	CS(=O)(=O)N(CC(=O)Nc1ccccc1Sc1ccccc1)C1CCCCC1	21	12	10	12
14	O=C(CN1C(=O)C2CC=C(Cl)CC2C1=O)NCc1ccccc1 (stereo unspecified)	4	-5	-8	-5
15	CCN(CC)C(=O)c1ccc(Nc2nnc(C)c3ccccc23)cc1	-1	.	-16	0
16	Cn1ccnc1SCC(=O)Nc1ccc2ccccc2c1	-4	10	12	10
17	Cc1cc(C)n(-c2nc3c(c(=O)[nH]c(=O)n3C)n2Cc2cccc(Br)c2)n1	25	-2	7	-2
18	COc1ccccc1C(=O)NCCn1cc(SCC(=O)Nc2nnc(C)s2)c2ccccc21	23	7	6	7
19	O=C(c1ccc(O)cc1)c1ccc(C(=O)c2ccc(O)cc2)cc1	.	.	25	11
20	COc1ccc(C2C(C(=O)Nc3cccc(C)n3)CCC(=O)N2c2ccc(OC)cc2)cc1 (stereo unspecified)	19	-5	-1	-5
21	Cc1ccc(-c2nn(C)c(=O)c3ccccc23)cc1S(=O)(=O)N1CCOCC1	.	.	20	-7
22	O=C(Nc1ccc(Br)cc1)N1CCCCCCC1	20	11	13	11
23	CC(C)n1c(-c2ccco2)csc1=Nc1cccnc1	15	14	2	14
24	c1cncc(-c2nc3cc(Cc4ccc5oc(-c6cccnc6)nc5c4)ccc3o2)c1	-2	-40	-5	-40
25	CCC1Oc2ccccc2N(CC(=O)NCCc2ccc(OC)c(OC)c2)C1=O (stereo unspecified)	0	-3	9	-3
26	COc1ccc(/C=N/n2c(=S)n(C)c3ccccc32)cc1OC	.	.	10	26
27	C=CCn1c(SCC(=O)O)nnc1-c1ccccc1	3	9	7	9
28	O=C(O)CCc1ccc(-c2ccccc2)n1CC1CCCO1 (stereo unspecified)	.	.	8	4
29	CSC1=NCCN1C(=O)c1c(F)cccc1Cl	21	.	6	0
30	COc1ccc(N2CCN(CC(O)COc3ccc4c(c3)CCC4)CC2)cc1 (stereo unspecified)	17	26	7	26
31	O=C1CC(c2cccc(F)c2)C2=C(CCCC2=O)N1 (stereo unspecified)	22	-23	-6	-23
32	O=C(CSc1nnc(COc2cccc3cccnc23)o1)N1CCN(C(=O)c2ccco2)CC1	.	.	-1	-18
33	O=C(c1ccccc1)c1c[nH]cc1-c1ccccc1	11	-17	-6	-17
34	O=C(OCCN1CCCCC1)c1ccc(Cl)cc1	.	.	-1	15
35	CCOC(=O)c1c(NC(=O)COC)sc2c1CCCC2	65*	.	2	-3
36	Cc1cc(NC(=O)CSc2nnc(C3CC3)n2Cc2ccccc2)no1	12	3	-2	3
37	COC(=O)c1ccc(C)c(NC(=O)Cc2coc3cc(OC)ccc23)c1	-4	3	-1	3
38	CCCCNC(=O)Nc1c(C(=O)OC)[nH]c2ccc(C)cc12	28	13	16	13
39	CCOC(=O)Cc1csc(NC(=O)CN2C(=O)c3ccccc3S2(=O)=O)n1	13	11	2	11
40	COc1ccc(C(N)=O)cc1NC(=O)CC(O)(C(F)(F)F)C(F)(F)F	6	.	.	.

Gathered by group: the entries above containing a COOH group.
item	SMILES	eIF2B yeast act	eIF2B yeast act mutant toxicity	Yeast growth tox	Yeast growth tox inhibition %
4	CC(C)(C)S(=O)(=O)c1ccccc1C(=O)O	2	.	.	.
27	C=CCn1c(SCC(=O)O)nnc1-c1ccccc1	3	9	7	9
28	O=C(O)CCc1ccc(-c2ccccc2)n1CC1CCCO1 (stereo unspecified)	.	.	8	4

(next part)
item	SMILES	eIF2B yeast act	eIF2B yeast act mutant toxicity	Yeast growth tox	Yeast growth tox inhibition %
41	O=CNC(=O)c1ccccc1C(=O)O	11	9	-7	9
42	COc1ccc(CCN(Cc2nc3ccccc3c(=O)[nH]2)C(=O)c2ccco2)cc1OC	.	.	2	-8
43	Cc1noc(N)c1C(=O)Nc1ccc(F)c(Cl)c1	21	-5	3	-5
44	O=S(=O)(Nc1cccc2ccccc12)N1CCCC1	-32	8	22	8
45	CCOc1cc(C2NC(=O)NC(C)=C2C(=O)NCc2ccccc2)c(Cl)cc1O (stereo unspecified)	25	.	6	0
46	CCCCC(C)n1[nH]c(=O)cc1N (stereo unspecified)	21	10	21	10
47	CN(C)c1ccc(NC(=O)CC2NCCNC2=O)cc1 (stereo unspecified)	-5	.	14	0
48	CCc1nnc(NC(=O)CSc2nnc(COc3ccc(C#N)cc3)n2-c2ccccc2)s1	14	24	-11	24
49	Cc1nnc(SCc2cc(=O)[nH]c(N3CCN(Cc4ccccc4)CC3)n2)s1	.	.	-15	-7
50	CC(=O)N(C(C)=O)c1ccc2nc(C)[nH]c(=O)c2c1	19	-16	-5	-16

A different layout for some results above:
48	CCc1nnc(NC(=O)CSc2nnc(COc3ccc(C#N)cc3)n2-c2ccccc2)s1
49	Cc1nnc(SCc2cc(=O)[nH]c(N3CCN(Cc4ccccc4)CC3)n2)s1

| assay / entry | 48 | 49 |
| --- | --- | --- |
| eIF2B yeast act | 14 | . |
| eIF2B yeast act mutant toxicity | 24 | . |
| Yeast growth tox | -11 | -15 |
| Yeast growth tox inhibition % | 24 | -7 |

New compounds follow:
item	SMILES	eIF2B yeast act	eIF2B yeast act mutant toxicity	Yeast growth tox	Yeast growth tox inhibition %
51	Cc1nc([N+](=O)[O-])c(Br)n1CC(=O)c1ccccc1	22	14	21	14
52	Cc1ccc(S(=O)(=O)N2CN(Cc3ccco3)c3nc4ccccc4nc32)cc1C	2	-18	-1	-18
53	Cc1ccc(-c2nnn(CC(=O)Nc3cccc4c3CCCC4)n2)o1	-33	3	-4	3
54	COCCN(CC(=O)NCc1ccc(OC)cc1)C(=O)CCC(=O)Nc1nccs1	12	.	.	.
55	O=C(COc1ncnc2scc(-c3ccc(F)cc3)c12)NCc1ccco1	.	.	15	5
56	COc1cccc(NC(=O)N2CCCC(C(=O)NCc3ccc(F)cc3)C2)c1 (stereo unspecified)	.	.	-4	-8
57	Cc1ccc(S(=O)(=O)NC(CC(=O)NC2CCCC2)c2ccco2)cc1 (stereo unspecified)	14	15	1	15
58	COc1cccc(C(=O)Oc2cc(-c3ccccc3)no2)c1	21	19	12	19
59	COc1ccccc1CCn1cnc2c3cc(C)ccc3n(C)c2c1=O	20	4	-17	4
60	CC(C)=C(NC(=O)c1ccco1)C(=O)NCCc1nc2ccccc2[nH]1	26	6	4	6
61	CC1=CC(C)(C)N(C(=O)CSc2ncn[nH]2)c2ccc(C)cc21	.	.	8	3
62	S=c1[nH]nc(-c2ccc(Cl)cc2)n1CC1CCCO1 (stereo unspecified)	.	.	26	7
63	CCOc1cc2[nH]c(=O)n(CCCC(=O)NCc3ccco3)c(=O)c2cc1OCC	11	-12	-5	-12
64	c1ccc2[nH]c(CSc3nnc(-c4ccncc4)o3)nc2c1	19	.	-9	0
65	Cc1ccc(C(=O)Nc2nc(=O)n(C(=O)c3ccccc3C)s2)cc1	22	19	12	19
66	Cc1nc(C)c(C(=O)Nc2ccc(Oc3ccccc3)cc2)o1	5	33	4	33
67	CC(=NCCCN(C)C)C1=C(O)c2ccccc2C1=O	13	13	32	13
68	Cc1nc(NC(N)=S)sc1C(=O)Nc1ccccc1	40	-5	17	-5
69	CC(=O)c1cccc(NC2c3ncccc3C(=O)N2Cc2ccco2)c1 (stereo unspecified)	-12	20	-3	20
70	O=C(NCc1ccco1)C(c1cccnc1)N(C(=O)Cn1nnc2ccccc21)c1ccc(F)cc1 (stereo unspecified)	8	-4	14	-4
71	N#Cc1ccc(CSc2ncnc3c2cnn3Cc2ccccc2)cc1	20	-17	-10	-17
72	COCCCn1c2nc3ccccc3nc2c2c(=O)n(Cc3ccccc3Cl)cnc21	-9	-19	-28	-19
73	COc1ccc(-c2nc(C#N)c(NCC3CCCO3)o2)cc1 (stereo unspecified)	-20	3	9	3
74	COc1ccc(CN2C(=O)C(O)(CC(=O)c3c(C)n[nH]c3C)c3ccccc32)cc1OC (stereo unspecified)	-5	17	29	17
75	CC(CCCC(C)(C)O)NCCO (stereo unspecified)	18	6	10	6
76	CCS(=O)(=O)N1CCC(NC(=O)c2cc(OC)cc(OC)c2)CC1	15	6	15	6
77	CSCCC(NC(=O)c1cncc(Br)c1)C(=O)O (stereo unspecified)	35	16	-9	16
78	COc1cc(C2Nc3ccc4ncccc4c3C3=C2C(=O)CCC3)ccc1O (stereo unspecified)	-20	3	-4	3
79	c1ccc(-c2nnc3sc(-c4csc5c4CCCC5)nn23)cc1	12	10	0	10
80	N#CC(C#N)=C1CCc2ccccc2N1	-13	4	1	4
81	Cn1c(=O)n(C)c(=O)n(CC(=O)N2CCCCC2)c1=O	-77	.	.	.
82	CC(=O)c1cc(F)c(N2CCCCCC2)cc1C	.	.	8	-10
83	Cc1ccc(S(=O)(=O)/C(C#N)=C/c2c(N3CC(C)OC(C)C3)nc3c(C)cccn3c2=O)cc1 (stereo unspecified)	27	-18	-3	-18
84	Cc1occc1C(=O)NCc1ccc(C(=O)O)o1	.	.	-3	13
85	Cc1ccc2oc3c(c(=O)c2c1)C(c1cccc(Br)c1)N(Cc1ccco1)C3=O (stereo unspecified)	18	-36	-33	-36
86	CNC(=O)c1sccc1SCc1ccc(Cl)cc1Cl	23	30	6	30
87	CCC(C)N1C(=O)C2C(C(=O)Nc3cccc(OC)c3)C3C=CC2(O3)C1C(=O)NC1CCCCC1C (stereo unspecified)	21	-4	18	-4
88	COc1ccccc1NC(=O)CSc1nc2n[nH]c(C)c2c(=N)n1-c1ccccc1Cl	9	-18	-12	-18
89	CCn1cc(C(=O)NCCCN2CCC(C)CC2)c(=O)c2cc(S(=O)(=O)N3CCCC3)ccc21	-1	-5	-13	-5
90	CCOC(=O)N1CCC(NC(=O)c2cnn3c(C(F)(F)F)cc(-c4cccc(OC)c4)nc23)CC1	10	-42	-39	-42
91	CC1CC(=O)C2=C(C1)Nc1ncnn1C2c1ccccc1 (stereo unspecified)	18	9	26	9
92	Cc1cc(C(=O)Nc2c(F)cc(F)cc2Br)c(C)o1	15	7	2	7
93	O=C1C2C3c4ccccc4C(c4ccccc43)C2C(=O)N1Cc1ccco1 (stereo unspecified)	16	.	-6	0
94	CC(=O)N1CCc2cc(NC(=O)c3ccc(C)cc3)ccc21	-53	-10	9	-10
95	Cc1nc(CC(=O)O)c(-c2ccccc2)s1	.	.	11	-15
96	COC(=O)Nc1sc2c(c1C(=O)NC1CC1)CCCCCC2	20	14	-5	14
97	CC(=O)N1CCc2cc(S(=O)(=O)NCCC(=O)Nc3ccc4c(c3)OCCO4)ccc21	18	14	3	14
98	O=C(Oc1ccccc1)c1cccc2cccnc12	21	.	.	.
99	Cc1ccc(C(C(=O)NC2CCCCC2)N(CC2CCCO2)C(=O)CNC(=O)c2ccco2)cc1 (stereo unspecified)	1	7	-6	7
100	CC1CCCCC1NC(=O)COn1nnc2ccc(Cl)cc21 (stereo unspecified)	-67	10	-3	10

Overlap with the part before: two compounds; new compounds follow.
item	SMILES	eIF2B yeast act	eIF2B yeast act mutant toxicity	Yeast growth tox	Yeast growth tox inhibition %
99	Cc1ccc(C(C(=O)NC2CCCCC2)N(CC2CCCO2)C(=O)CNC(=O)c2ccco2)cc1 (stereo unspecified)	1	7	-6	7
100	CC1CCCCC1NC(=O)COn1nnc2ccc(Cl)cc21 (stereo unspecified)	-67	10	-3	10
101	O=C1NC(=O)C(Nc2cccc3ccccc23)S1 (stereo unspecified)	.	.	13	-17
102	O=S(=O)(Nc1ncn[nH]1)c1ccc2ccccc2c1	52	4	11	4
103	CN1CCc2c(c3c(n2C)CCN(C)C3c2ccc(F)cc2)C1c1ccc(F)cc1 (stereo unspecified)	-16	-2	22	-2
104	CN(C(=O)c1ccncc1)c1nnc(-c2ccccn2)s1	20	-10	0	-10
